Runt-SMMHC FRET: inhibitors of human RUNX1 Runt domain binding to CBFb-SMMHC. Cerulean-Runt/Venus-CBFb-SMMHC FRET ratio 530/480, 1 h. inhibition, % at 20 µM. Q01196+Q13951. 220,000 tested, 0.74% active. AID 1434;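 active = mean inhibition across duplicate retests at 20 µM reaching about 50%, limit read from the data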;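 note: 0% = DMSO wells and 100% = wells with excess untagged CBFb-SMMHC; inhibitors lower the FRET ratio by blocking Runt binding to CBFb-SMMHC; some results filed as inactive read as strong as hits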
Mdm2 ligase inh: inhibitors of human Mdm2 E3 ubiquitin ligase; 210,000 tested, 0.11% active; Q00987; signal enhancement, % at 5 µM; AID 1230; cell-based MDM2 ubiquitination luciferase reporter, 2 h; 0 = plate control, 100 = twice control, blank-subtracted;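 active = signal enhancement of 30% or more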;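 note: luminescence tracks abundance of the self-degrading MDM2-luciferase fusion protein; higher signal means inhibition of MDM2 E3 ligase activity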
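Timing – 2 h compound exposure at 37 °C · Assay system – mammalian cells stably expressing self-ubiquitinating, self-degrading MDM2 E3–luciferase fusion · Amount – 2000 cells seeded into each well · Measure – % luminescence enhancement versus blank-corrected plate control mean · Measured by – SteadyLite luminescence, 15 min reagent step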
Tb hexokinase: blocks Trypanosoma brucei hexokinase 1 activity. recombinant TbHK1, G6PDH-coupled NADH A340. inhibition, % at 10 µM. 220,000 tested, 0.11% active. AID 1430;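 active = inhibition of 50% or more in the single-dose primary screen; inactive = inhibition below 50%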
Runt-CBFb FRET: inhibitors of human RUNX1 Runt domain binding to CBFb. Cerulean-Runt/Venus-CBFb FRET ratio 530/480, 1 h. inhibition, % at 20 µM. 220,000 tested, 0.46% active. AID 1496;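 active = inhibition over about 50% at 20 µM in the single-dose screen, limit read from the data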;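 note: 0% = DMSO wells and 100% = excess unlabeled CBFb competitor control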
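test system = Cerulean-tagged RUNX1 Runt domain (FRET donor) fusion protein | reagent = Venus-CBFb binding partner, 100 nM | incubation = protein complex preformed 1 h, compound exposure 1 h, room temperature, dark | detection = FRET fluorescence | read-out basis = loss of energy transfer signal | controls = 5 µM unlabeled CBFb as full-inhibition high control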
14-3-3 Bad inh: disrupts binding of bovine 14-3-3 zeta to phospho-Bad peptide; P63103; TR-FRET 14-3-3zeta/Dy647-pBad peptide displacement, 1 h; inhibition, % at 21.7 µM; 220,000 tested, 0.71% active; AID 781;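 active = inhibition above about 70%, limit read from the data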;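 note: 0% = full 14-3-3 plus peptide FRET controls and 100% = background without 14-3-3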
Target sequence (P63103 whole entry, looked up): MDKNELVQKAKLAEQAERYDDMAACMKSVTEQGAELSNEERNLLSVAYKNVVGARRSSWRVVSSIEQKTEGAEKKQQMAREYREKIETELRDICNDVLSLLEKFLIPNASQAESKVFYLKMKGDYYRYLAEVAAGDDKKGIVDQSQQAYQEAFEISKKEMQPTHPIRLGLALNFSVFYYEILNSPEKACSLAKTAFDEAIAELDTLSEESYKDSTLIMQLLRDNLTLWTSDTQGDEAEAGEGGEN
Hck Nef HTS: inhibitors of human Hck kinase activated by Nef | inhibition, % at 20 µM | 220,000 tested, 0.68% active | P08631 | Recombinant Hck-YEEI plus Nef, Z-Lyte FRET kinase assay | AID 463187;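 active = Hck-Nef kinase inhibition above about 50%, limit read from the data; inactive = inhibition below that limit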;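 note: 0% = DMSO with Hck plus Nef and 100% = Hck alone without Nef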
Target sequence (P08631 whole entry, looked up): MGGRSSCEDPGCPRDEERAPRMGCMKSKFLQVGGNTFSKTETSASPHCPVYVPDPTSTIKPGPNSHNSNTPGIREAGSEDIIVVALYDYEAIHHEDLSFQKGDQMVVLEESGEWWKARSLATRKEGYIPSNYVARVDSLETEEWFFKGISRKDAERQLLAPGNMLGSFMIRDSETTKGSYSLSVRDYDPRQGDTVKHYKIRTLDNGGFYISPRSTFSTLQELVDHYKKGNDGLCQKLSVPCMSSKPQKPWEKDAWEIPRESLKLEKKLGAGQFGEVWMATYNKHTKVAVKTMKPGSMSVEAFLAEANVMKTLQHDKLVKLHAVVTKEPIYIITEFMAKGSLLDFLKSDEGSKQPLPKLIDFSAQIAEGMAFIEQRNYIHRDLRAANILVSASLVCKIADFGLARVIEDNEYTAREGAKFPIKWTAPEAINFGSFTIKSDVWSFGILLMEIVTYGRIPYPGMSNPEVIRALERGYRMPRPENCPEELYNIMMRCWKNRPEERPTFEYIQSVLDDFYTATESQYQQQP
zVAD death inh: L929 zVAD cell death inhibition | viability rescue, % at 10 µM | 220,000 tested, 0.38% active | L929 zVAD necroptosis rescue, ATP luminescence, 24 h; with zVAD 60 µM;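 active = activation, scaled between plate controls, above about 75%, limit read from the data; inactive = activation under that limit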;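 note: 0% = zVAD with DMSO and 100% = DMSO alone without zVAD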
p47phox inh: p47phox (human) inhibition. 220,000 tested, 0.53% active. p47phox/p22phox peptide binding, fluorescence polarization, 2 h. AID 1274. inhibition, % at 24.7 µM. P14598;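 active = inhibition above about 30%, limit read from the data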;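 note: 0% = p47phox with labelled peptide and 100% = labelled peptide alone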
EBV gp42 block: EBV gp42 inhibition; inhibition, % (tested at 21.74 µM); 220,000 tested, 0.42% active; Fluorescence polarization binding assay, mP read-out; in the data active = inhibition above about 50%
Target sequence (Q1HVG2 whole entry, looked up): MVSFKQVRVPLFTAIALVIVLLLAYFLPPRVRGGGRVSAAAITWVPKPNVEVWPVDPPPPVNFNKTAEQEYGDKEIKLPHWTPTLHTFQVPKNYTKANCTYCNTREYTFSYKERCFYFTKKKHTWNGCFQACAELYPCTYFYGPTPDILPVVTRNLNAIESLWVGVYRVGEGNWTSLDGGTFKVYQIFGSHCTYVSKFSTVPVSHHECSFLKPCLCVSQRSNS
Active calls of the source: *; . = no result given; [ ] = dose if it differs, or a comment.

nr	compound	Mdm2 ligase inh	Tb hexokinase	EBV gp42 block	zVAD death inh	Runt-CBFb FRET
1	Cc1cc(O)c(C=Nc2cccc(Cl)c2)c(=O)o1	-8	-3	-14	1.0	1
2	COc1ccccc1Nc1nc(N)nc(CN2CCCCCC2)n1	10	5	-20	0.3	0
3	Cc1cc(N=Nc2ccc(Cl)cc2)cc(CN2CCOCC2)c1O	-8	-34	-5	-0.4	0
4	COC(=O)c1ccccc1NC(=O)COC(=O)CSc1nnc(N)s1	-17	-5	-10	6.0	0
5	Cc1ccc(OCc2n[nH]c(=S)n2N)cc1C	17	-4	-19	14	5
6	COc1ccc(C)cc1Nc1n[n+](C)c(-c2ccc(C(=O)O)cc2)s1	18	-37	-19	-0.8	-1
7	COc1cc(Cl)ccc1NC(=O)COc1ccccc1C(=O)NN	1	-2	6	1.9	1
8	CC(C)c1ccccc1OCCNC(=O)c1cncc(Br)c1	4	-7	-6	6.0	-4
9	O=C(c1ccccc1)c1cc(-c2ccccc2)on1	-77	3	-17	-0.6	0
10	Cc1ccc(N2CCN(CC(O)COc3cccc4ccccc34)CC2)cc1 (centres undefined)	.	-1	-15	0.0	-2
11	CC(C)(C)C(=O)Nc1nc2cc3c(cc2s1)OCO3	-21	-9	-8	0.6	0
12	Brc1ccc(-c2nc3ncccn3c2Nc2ccc3c(c2)OCCO3)o1	-15	-27	-16	0.1	-1
13	CC(C)NC(=O)COC(=O)c1ccccc1Oc1ccccc1	.	-1	-1	0.8	-2
14	O=C(O)c1cc(S(=O)(=O)N2CCOCC2)ccc1N1CCCCC1	-11	-9	-3	4.9	0
15	O=C(O)C1Sc2[nH]c(=O)sc2C2c3ccc(O)cc3OC(=O)C12 (centres undefined)	-5	-2	41	1.1	20

nr	Runt-SMMHC FRET	14-3-3 Bad inh	Hck Nef HTS	p47phox inh
1	-7	0	-1	8
2	0	12	0	-10
3	-4	-17	13	2
4	-1	-14	26	-12
5	7	-16	19	-5
6	2	-3	29	-10
7	2	1	-8	-5
8	0	-4	20	1
9	0	-6	4	-11
10	-2	5	19	-9
11	2	-13	13	-8
12	-13	-7	-2	-18
13	3	6[fluorescence artefact?]	7	-17
14	-2	-16	20	-5
15	87*	-8	30	-10

Additional results:
nr	compound	Mdm2 ligase inh	Tb hexokinase	EBV gp42 block	zVAD death inh	Runt-CBFb FRET
16	C(=N\Nc1nc(N2CCOCC2)nc(N2CCOCC2)n1)/c1ccncc1	14	-7	7	0.1	0
17	Cc1cccc(-n2cnc3c(sc4nc(N5CCOCC5)c5c(c43)CCCC5)c2=O)c1	-10	-59	-11	1.1	-5
18	C=CCn1c(C)nc2ccccc2c1=O	16	-3	-7	2.9	2
19	Cc1ccc(CSc2ncnc3c2cnn3Cc2ccccc2)cc1	1	-2	-8	0.7	-4
20	CN(C)/N=C/c1ccc(OC(=O)c2cccc([N+](=O)[O-])c2)cc1	1	1	-4	0.6	.
21	CCc1cc2c(=O)c(-c3ccc(F)cc3)c(C)oc2cc1OCC(=O)O	-2	-6	-3	1.2	1
22	COC(=O)C1=C(C)N=c2s/c(=C/c3cccs3)c(=O)n2C1c1cccs1 (centres undefined)	-15	-12	-35	0.4	-73
23	CC(=O)N/C(=C\c1ccc(F)cc1)C(=O)NC(Cc1c[nH]c2ccccc12)C(=O)O (centres undefined)	-12	6	-14	0.3	-1
24	CCC(=O)Nc1ccc(Oc2ccc(NC(=O)CC)c(NC(=O)CC)c2)cc1	2	2	4	3.8	1
25	O=C(CSc1nc2c(sc3ccccc32)c(=O)n1CCCN1CCOCC1)NCC1CCCO1 (centres undefined)	-20	-18	2	0.1	1
26	COc1ccc(NC(=O)C/C(C)=N/NC(=O)c2ccncc2)c([N+](=O)[O-])c1	-4	-2	-11	0.1	1
27	COc1cc(C)c(/C=C(\C#N)C(=O)Nc2ccc(C)cc2)cc1C(C)C	-12	-12	-2	2.2	0
28	Cc1ccc(C)c(NC(=O)Cc2ccc(S(=O)(=O)N3CCCCC3)s2)c1	-3	6	-3	0.1	-1
29	CCOC(=O)Cc1csc2nc(-c3ccccc3)nn12	-8	-1	-11	0.3	0
30	CC(C)Oc1ccc(C(=O)NC(=S)N2CCOCC2)cc1	53*	-1	-11	-0.8	0

nr	Runt-SMMHC FRET	14-3-3 Bad inh	Hck Nef HTS	p47phox inh
16	1	-14	5	2
17	2	1	6	-16
18	0	-10	20	-2
19	-2	0	-2	11
20	.	-6	20	-10
21	2	-4	2	-3
22	-158	10	0	-17
23	1	-3	0	-13
24	-5	-27	24	-7
25	3	12	-1	9
26	1	-10	5	.
27	0	1[fluorescence artefact?]	1	2
28	0	13	6	-18
29	3	2	11	-6
30	5	7	7	-8

Arranged by molecular weight (low to high): 8 of the compounds above.
nr	compound	Mdm2 ligase inh	Tb hexokinase	EBV gp42 block	zVAD death inh	Runt-CBFb FRET
18	C=CCn1c(C)nc2ccccc2c1=O	16	-3	-7	2.9	2
29	CCOC(=O)Cc1csc2nc(-c3ccccc3)nn12	-8	-1	-11	0.3	0
27	COc1cc(C)c(/C=C(\C#N)C(=O)Nc2ccc(C)cc2)cc1C(C)C	-12	-12	-2	2.2	0
16	C(=N\Nc1nc(N2CCOCC2)nc(N2CCOCC2)n1)/c1ccncc1	14	-7	7	0.1	0
24	CCC(=O)Nc1ccc(Oc2ccc(NC(=O)CC)c(NC(=O)CC)c2)cc1	2	2	4	3.8	1
28	Cc1ccc(C)c(NC(=O)Cc2ccc(S(=O)(=O)N3CCCCC3)s2)c1	-3	6	-3	0.1	-1
23	CC(=O)N/C(=C\c1ccc(F)cc1)C(=O)NC(Cc1c[nH]c2ccccc12)C(=O)O (centres undefined)	-12	6	-14	0.3	-1
17	Cc1cccc(-n2cnc3c(sc4nc(N5CCOCC5)c5c(c43)CCCC5)c2=O)c1	-10	-59	-11	1.1	-5

nr	Runt-SMMHC FRET	14-3-3 Bad inh	Hck Nef HTS	p47phox inh
18	0	-10	20	-2
29	3	2	11	-6
27	0	1[fluorescence artefact?]	1	2
16	1	-14	5	2
24	-5	-27	24	-7
28	0	13	6	-18
23	1	-3	0	-13
17	2	1	6	-16

Going on with the list.
nr	compound	Mdm2 ligase inh	Tb hexokinase	EBV gp42 block	zVAD death inh	Runt-CBFb FRET
31	CCCc1nc2ccccc2c(C(=O)OC2CCOC2=O)c1CC (centres undefined)	-10	6	-4	-0.5	1
32	CC(=O)c1cccc(NC(=O)CCS(=O)(=O)c2cccc3nsnc23)c1	-9	-8	-21	-0.4	2
33	COCCCNC(=S)NNC(=O)C1CC1c1ccc(C(C)(C)C)cc1 (centres undefined)	-88	10	2	1.7	-4
34	CCOC(=O)C(C)(C)NS(=O)(=O)c1ccc(Cl)c([N+](=O)[O-])c1	-12	3	3	-0.9	2
35	CCOc1ccc(CN2CCN(Cc3cc4c(cc3Cl)OCO4)CC2CCO)cc1 (centres undefined)	-11	-7	-4	0.1	-2
36	CCSc1nnc(-c2cccc(S(=O)(=O)N(C)C)c2)n1-c1cc(OC)ccc1OC	-32	0	-31	0.1	1
37	O=C(c1sc2cc([N+](=O)[O-])ccc2c1Cl)N1CCCCC1	-7	-16	-2	0.9	4
38	Cn1c(=O)c2c(nc(N3CCOCC3)n2CCCNC2=NCCCCC2)n(C)c1=O	-19	6	-3	0.0	1
39	Cc1ccc(NS(=O)(=O)c2ccc3c(c2)NC(=O)CC(=O)N3)cc1C	-2	1	0	0.0	0
40	COc1cccc(C2CC(c3ccccc3C)n3nc(N)nc3N2)c1 (centres undefined)	-4	20	-10	1.3	0
41	CCN(CC)c1ccc(/C=N/NC(=O)c2cnccn2)c(O)c1	-20	-14	-5	24	2
42	CCc1ccc2oc(=O)cc(CN3CCOCC3)c2c1	-15	-9	5	-0.4	1
43	O=C(/C=C/c1ccco1)NCC1COc2ccccc2O1 (centres undefined)	-7	-13	-23	0.0	12
44	CC1CCCC(C)N1NC(=S)Nc1ccc(OC(F)F)cc1 (centres undefined)	-8	0	-7	-0.6	0
45	O=c1[nH]c(/C=C\c2cccnc2)c([N+](=O)[O-])c(=O)[nH]1	-1	-14	1	-0.1	0

nr	Runt-SMMHC FRET	14-3-3 Bad inh	Hck Nef HTS	p47phox inh
31	3	-1[fluorescence artefact?]	2	-7
32	2	13[fluorescence artefact?]	2	-19
33	1	8	21	-2
34	-4	6	4	4
35	2	-2	6	-4
36	8	-6	1	-24
37	2	12	0	-10
38	-3	-5	-3	2
39	0	-11	15	-4
40	-3	64	-1	-16
41	-17	-4	15	0
42	4	-8	3	-9
43	-5	7	3	-23
44	1	11	7	-5
45	-10	-1	30	-4

(more compounds)
nr	compound	Mdm2 ligase inh	Tb hexokinase	EBV gp42 block	zVAD death inh	Runt-CBFb FRET
46	CCOC(=O)c1ccc(N=C2SC(C(=O)NC)CC(=O)N2CCc2ccccc2)cc1 (centres undefined)	-4	-14	-7	0.5	-3
47	CNc1oc(-c2ccccc2Cl)nc1C#N	-18	-15	-1	1.4	0
48	COC(=O)c1cnn(C(=O)c2cc(OC)ccc2Br)c1N	-2	-4	-11	0.6	-2
49	COc1cc(-c2nc(-c3ccc4c(c3)-c3ccccc3S4(=O)=O)c(-c3ccccc3)[nH]2)cc(OC)c1OC	.	-4	-46	4.9	-53
50	O=C(CCC(=O)Nc1ccccc1)NNC(=O)CCc1ccccc1	-19	5	-12	1.0	0
51	c1ccc(-c2nc(-c3ccc(-c4ccon4)s3)no2)cc1	-23	-12	-21	-0.9	-1
52	C/C(=N\Nc1ccc(S(=O)(=O)Nc2ccccc2)cc1[N+](=O)[O-])c1ccc(N2CCOCC2)cc1	-10	-9	0	42	-2
53	Cc1c(C2C(C#N)=C(N)OC3=C2C(=O)CCC3)cnn1C (centres undefined)	-9	-3	-14	0.8	0
54	CCN(CC)S(=O)(=O)c1ccc(OCC(=O)NCc2ccco2)cc1	-18	-2	-3	-0.8	0
55	Cc1csc(Nc2ccccc2)[n+]1C	-12	-1	-16	-0.7	-1
56	COc1ccc2[nH]c3c(=O)n(CCc4ccccc4)cnc3c2c1	2	0	-6	1.9	3
57	O=C(CN1CCCC1)Nc1ccc(NC(=O)Nc2ccccc2Cl)cc1	-10	9	-12	1.8	0
58	COc1ccc(C(=O)N/N=C(/C)c2ccc(N3CCCCC3)cc2)cc1	19	2	6	2.5	0
59	CC(C)(C)C(=O)Nc1cccc(-c2cc(-c3c(Cl)cccc3Cl)no2)c1	-60	-13	-10	11	3

nr	Runt-SMMHC FRET	14-3-3 Bad inh	Hck Nef HTS	p47phox inh
46	-4	2	1	-12
47	-3	.	8	-1
48	1	-9	2	-22
49	-108	23[fluorescence artefact?]	-26	-20
50	1	5	13	3
51	-3	11	23	-100
52	2	2	25	7
53	2	60	0	-1
54	-1	-1	6	-8
55	0	1	19	-5
56	-1	0	9	1
57	2	-7	0	-13
58	-2	3[fluorescence artefact?]	3	-7
59	-5	-2	9	-11

Assay outcomes as filed in PubChem.
